# Compound activity from PubChem BioAssay.
# TNFa cytotox: HUVEC cytotoxicity counter-screen, TNF alpha stimulated; HUVEC TNFalpha-stimulated, Hoechst cell count, imaging; cell count reduction, % at 2 µM; hit rate 0.17% among 93,000;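 active = cell count reduction exceeding the screen mean by over 5 SD, scaled to untreated wells per plate, cut at about 78% in these data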;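 note: cells counted after 24 h of TNF alpha exposure following the 1 h pretreatment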
# F-actin modifier: cytoskeleton assembly modification; inhibition, % at 2 µM; hit rate 0.18% among 91,000; HUVEC TNFa F-actin phalloidin imaging, high content;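 active = inhibition above the batch mean plus 3 SD and confirmed as a hit by visual image inspection, cut at about 30% in these data, passing the limit was not always enough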; note: strong numbers were not always called active
# HUVEC tox IL1B: HUVEC cytotoxicity counter-screen, IL-1B stimulated; HUVEC cell count loss, Hoechst imaging; cell count reduction, % at 2 µM; hit rate 0.41% among 94,000;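 active = cell count reduction more than 3 SD above the screen-wide mean, cut at about 70% in these data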;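 note: normalized per plate to untreated control cells as the no-loss baseline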
# VCAM1 TNFa inh: reduces TNF alpha induced VCAM1 expression in HUVEC; hit rate 0.48% among 95,000; inhibition, % at 2 µM; HUVEC TNFa-induced VCAM-1 immunofluorescence, high-content imaging;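 active = inhibition above the batch mean plus 3 SD, with images confirmed as a hit by eye, cut at about 37% in these data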;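 note: 0% = TNF-stimulated DMSO wells and 100% = unstimulated control wells; not every result past the cut was called active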
# Smad3 FoxH1 inh: blocks human Smad3 binding to FoxH1 peptide | P84022 | inhibition, % at 25 µM | hit rate 0.29% among 88,000 | TR-FRET Smad3/Dy647-FoxH1 peptide binding, europium anti-His;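 active = compounds that reduce the energy-transfer binding signal between the protein and its labelled peptide by more than half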;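 note: 0% = Smad3 plus labelled peptide maximal FRET and 100% = peptide-only background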
# Target sequence (P84022 whole entry, looked up): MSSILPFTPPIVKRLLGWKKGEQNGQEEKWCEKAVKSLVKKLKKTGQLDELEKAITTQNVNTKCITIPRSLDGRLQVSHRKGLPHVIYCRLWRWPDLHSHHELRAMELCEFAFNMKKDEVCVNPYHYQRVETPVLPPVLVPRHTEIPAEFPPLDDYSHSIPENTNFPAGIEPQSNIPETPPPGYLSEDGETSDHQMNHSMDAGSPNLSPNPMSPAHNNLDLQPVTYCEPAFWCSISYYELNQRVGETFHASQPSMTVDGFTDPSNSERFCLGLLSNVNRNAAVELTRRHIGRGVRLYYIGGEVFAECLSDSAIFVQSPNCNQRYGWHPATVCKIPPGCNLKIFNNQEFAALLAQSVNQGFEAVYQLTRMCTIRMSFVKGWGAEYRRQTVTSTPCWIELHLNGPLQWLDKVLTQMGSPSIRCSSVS
# H69AR growth 86K: blocks growth of human H69AR lung tumor cells | H69AR lung tumor viability, ATP luminescence, 72 h; stronger effect = lower value | viability, % at 10 µM | hit rate 6% among 85,000 | AID 598;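 active = viability at or below 40%; inactive = viability above 40%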;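 note: multidrug resistant small cell line overexpressing MRP-1 efflux transporter; 100% = mean luminescence of untreated control wells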
# HUVEC inhibit: blocks proliferation of human endothelial cells | HUVEC proliferation, CellTiter-Glo luminescence, 72 h; stronger effect = lower value | viability, % at 10 µM (by protocol) | hit rate 1.1% among 86,000;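 active = viability at or below 30%; inactive = viability above 30%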;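 note: 100% = median luminescence of DMSO-only cell control wells on each plate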
# Lung fibro prol: blocks proliferation of human lung fibroblasts; LL 47 human lung fibroblast viability, ATP luminescence; stronger effect = lower value; viability, % at 10 µM; hit rate 1.1% among 85,000; AID 719;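 active = viability at or below 50% in the single dose screen; inactive = viability above 50%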;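 note: compound exposure lasted 72 h before the ATP readout; 100% = median luminescence of untreated cell-only wells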
#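 Benchmarks: Cell-only wells, no compound | Test system: LL 47 human lung fibroblasts, passage 12 or lower | Input: 1,150 cells/well | Measured by: CellTiter-Glo luminescence measuring cellular ATP | Medium: IMEM, 15% FBS supplement | Schedule: Overnight attachment after seeding, then 72 h compound exposure at 37 °C | Doses: Compound addition at 0.1% DMSO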
# PTK2B oligo ant: blocks oligomerization of human Pyk2 in cells | hit rate 0.83% among 99,000 | AID 1347419 | Q293 cells, Pyk2 FERM NanoBiT luminescence; stronger effect = lower value | z-score (the deposit names both 25 µM and 10 µM);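 active = Z-score of -3 or lower, scaled per plate to the spread of control and sample wells; inactive = z-score above -3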;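 note: negative z-score means lost luminescence so less FERM oligomerization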
# Active calls of the source: *; . = no result given; [ ] = remark or other dose. Only part of the results is shown; count on the stated rates, not on these rows.
SMILES,TNFa cytotox,F-actin modifier,HUVEC tox IL1B,VCAM1 TNFa inh,Smad3 FoxH1 inh,H69AR growth 86K,HUVEC inhibit,Lung fibro prol,PTK2B oligo ant
CCOC(=O)c1c(N)sc(C(=O)N2CCCC2)c1C,-8,9,17,1,2,101,98,105,1.2
O=C1NCCCC1C(=O)N1CCN(C(=O)c2ccco2)CC1 (stereo not drawn),.,.,.,.,7,102,109,96,0.49
N=c1c(C(=O)NCc2ccc(F)cc2)cc2c(=O)n3ccccc3nc2n1CC1CCCO1 (stereo not drawn),8,-4,0,23,.,.,.,.,0.53
Cc1cc(NC(=O)COc2cccc(Oc3ccccc3)c2)no1,-8,0,6,15,.,.,.,.,0.94
O=C(CSc1nc2ccccc2c(=O)n1Cc1ccco1)N1CCCCCC1,19,-16,25,-5,-3,99,80,81,-1
Cc1cc(Br)ccc1NC(=O)CNC(=O)CN1C(=O)NC2(CCCCCC2)C1=O,6,-18,0,17,0,106,95,92,-0.17
CCOC(=O)N1CCN(c2c(NCc3ccccc3OC)c(=O)c2=O)CC1,-10,-5,-4,4,14,77,93,103,.
CN(CCNC(=O)C1CC(=O)N(c2ccc(F)c(Cl)c2)C1)Cc1ccccc1 (stereo not drawn),-45,-4,-8,2,11[fluorescence artefact?],100,91,96,-0.02
CCCn1c(N)c(C(=O)COC(=O)c2c(C)noc2C)c(=O)n(C)c1=O,4,-17,21,7,0,94,103,98,0.12
COC(=O)C1=C(C)OC(N)=C(C#N)C1c1ccccc1 (stereo not drawn),-2,4,-25,-9,3,91,89,100,-0.05
c1ccc(Oc2cc(-n3cccn3)ncn2)cc1,-15,28,-10,-23,-4,89,95,108,0.85
CCOC(=O)C1=C(C)N=c2s/c(=C\c3ccc(OC(C)=O)c(OCC)c3)c(=O)n2C1/C=C/c1ccccc1 (stereo not drawn),3,-11,5,0,.,.,.,.,-0.52
CC(C)c1ccc(NC(=O)C(c2ccccc2)N2CCN(C(=O)c3ccco3)CC2)cc1 (stereo not drawn),-2,-31,36,10,8,86,78,88,-0.16
O=C(NCCc1ccc(Cl)cc1)C1CCN(S(=O)(=O)c2ccc(-n3cnnn3)cc2)CC1,-29,.,-33,-12,-2,.,95,90,0.35
CCOc1ccc(S(=O)(=O)N2c3ccccc3CC2C)cc1 (stereo not drawn),51,24,-1,23,-5,25*,48,52,-1.8
COCC(C)n1c(C)cc(C(=O)COC(=O)c2nc3nc(C)cc(C)n3n2)c1C (stereo not drawn),-28,17,-26,6,14,94,102,98,-0.64
CC(=O)N(CCO)Cc1cc2cc(C)cc(C)c2[nH]c1=O,-16,-11,-2,5,6,98,97,106,0.53
Nc1nc(Cl)nc2c1ncn2[C@H]1C[C@H](O)[C@@H](CO)O1,.,.,.,.,7,63,51,61,.
COC(=O)NC(NC(=S)Nc1ccc([N+](=O)[O-])cc1)C(Cl)(Cl)Cl (stereo not drawn),-15,1,-8,-3,4,81,48,90,-1.2
COCCNC(=O)C(OC(=O)CC1Sc2ccccc2NC1=O)c1ccncc1 (stereo not drawn),-10,-3,-29,0,9,91,98,93,-0.5
CCn1cc(C(=O)NCCCOC)c2cc(OC)c(OC)cc2c1=O,.,.,.,.,11,97,98,110,0.03
Cc1ccc(S(=O)(=O)N(CC(=O)NCCSc2ccccn2)c2cc(C)cc(C)c2)cc1,5,9,-26,2,.,.,.,.,-1.8
Cc1ccc(CN2CCN(C(=O)C3CCC3)CC2)cc1,-11,-3,-11,4,-11,89,100,103,0.69
O=C1CC(SCc2nc3ccccc3[nH]2)C(=O)N1c1ccc(Cl)cc1 (stereo not drawn),4,-20,-22,7,-6,95,97,99,0.09
COc1ccc(C2=NOC(C(=O)Nc3cc(C)nn3-c3ccccc3)C2)cc1OC (stereo not drawn),0,-6,1,-10,-1,87,97,101,.
O=C(O)CCNc1ccc2c(c1)OCCO2,-26,-15,18,15,-1,97,101,86,0.41
Cc1sc2ncn(CC(=O)OC(C)C)c(=O)c2c1C,-11,3,21,-17,.,.,.,.,.
N#Cc1ccc(CSc2nnc(Cc3cccs3)n2Cc2ccco2)cc1,-5,2,19,38,11[fluorescence artefact?],79,82,96,0.5
COc1cc(OC)cc(C(=O)NC(=S)Nc2ccc3c4c(cccc24)CC3)c1,-23,41,-22,7,.,.,.,.,-0.69
COc1ccc2oc(/C=C/N(C)C)c(C(=O)c3ccc(Cl)cc3)c2c1,-15,-17,-11,-4,.,.,.,.,-0.35
CCCN1CCCc2ccccc21,-28,.,-12,-6,2,99,97,98,1.6
CCCc1cc(=O)oc2cc(OCC(=O)OC)cc(OCC(=O)OC)c12,-20,-12,-4,-11,2,90,96,105,.
CCOC(=O)c1sc(C)c2c(=O)n(Cc3ccc(Cl)cc3)c(C)nc12,14,-14,-24,-1,.,.,.,.,-0.16
COc1ccc2occ(C(C)=O)c2c1,-16,-11,-24,2,1,85,90,96,0
C/C=C/c1ccc(OCCCCN2C(=O)NC(C)(C)C2=O)c(OC)c1,-10,-1,-9,2,5,83,96,100,-0.45
CC(=O)Nc1ccc(C(=O)Nc2ccc(S(=O)(=O)NCC3CCCO3)cc2)cc1 (stereo not drawn),-10,0,2,-12,7,82,92,96,0.15
CC(=O)c1ccc(OCC(C)C)c(CN2CCCCC2)c1,-37,14,-35,27,-15,87,106,99,-0.76
CCCCCCn1c(CN2CCCCC2)nc2c1c(=O)n(C)c(=O)n2C,-6,11,-15,-13,14,83,106,92,-0.05
COc1ccc2c(c1OC)C(=O)OC2CC(=O)c1ccc(O)cc1 (stereo not drawn),.,.,.,.,10,84,95,.,0.94
COc1ccccc1N=C(C)C1=C(O)COC1=O,-5,-2,15,7,14,92,90,110,0.46
CNc1nc(CC(C)=O)ns1,-17,11,8,-5,6,.,106,99,0.42
CC(C)C(CCN1C(=O)c2ccccc2C1=O)c1ccco1 (stereo not drawn),1,6,-14,14,-8,102,98,102,-0.27
CCOC(=O)N1CCN(Cc2nc3c(c(=O)n(C)c(=O)n3C)n2Cc2ccccc2)CC1,5,-14,-14,7,0,69,90,92,.
COC(=O)c1cccc(NC(=O)Cc2coc3cc(OC)ccc23)c1,-1,5,18,-4,5,92,96,112,-0.62
COc1ccccc1NCC(O)Cn1c2ccccc2c2ccccc21 (stereo not drawn),-30,.,6,5,14,17*,61,86,-0.39
CCOC(=O)N1CCN(c2cc(=O)n(-c3ccc(OCC)cc3)c(=O)[nH]2)CC1,6,-17,4,6,5,98,108,105,1.2
Cc1c(C(=O)N2CCC(C)CC2)oc2ccc(S(=O)(=O)N3CCC4(CC3)OCCO4)cc12,-12,6,1,14,-7,68,100,98,-0.35
CCOc1cccc(SCc2noc(C(=O)NCC3CCCO3)c2C(=O)O)c1 (stereo not drawn),8,-24,26,-1,.,.,.,.,.
Cc1ccc(N2CCN(S(=O)(=O)N(C)C)CC2)cc1Cl,12,-11,-22,-2,-16,85,90,96,-0.35
COc1cc(S(=O)(=O)N2CCOCC2)cc(C(=O)c2nccn2C)c1OC,-22,-20,-15,-16,1,92,92,101,-0.84
O=C(O)C1C2C=CC(O2)C1C(=O)NCc1ccc2c(c1)OCO2 (stereo not drawn),-10,-3,-21,-1,4,80,104,111,0.44
Cc1c(C#N)c2ccccc2n1CCOc1ccccc1F,27,2,9,18,-2,44,101,94,-2.4
CCn1c(-c2c[nH]c3ccccc23)n[nH]c1=S,4,-11,.,15,-14,89,42,98,-0.05
CCn1c2ccccc2c2cc(/C=N/NC(=O)c3cccc(C)c3)ccc21,11,3,-21,0,.,.,.,.,-0.46
COc1ccccc1C1C(C(=O)NCc2ccccc2)=C(C)Nc2ncnn21 (stereo not drawn),.,.,.,.,-6,89,97,95,1.2
O=C(/C=C/c1ccccc1)NC(NC(=S)Nc1cccc(Cl)c1)C(Cl)(Cl)Cl (stereo not drawn),21,4,-44,26,.,.,.,.,-2.1
O=C(NCCCN1CCCC1=O)c1ccc(OCc2ccccc2)cc1,-17,-19,-1,-13,.,.,.,.,0.62
CC(C)C1=Nc2cccc3cccc(c23)N1,-50,12,-1,11,.,.,.,.,-0.15
CCNc1ccc(Br)cc(C(=O)/C=C/c2ccc3c(c2)OCO3)c1=O,2,15,-37,8,.,.,.,.,-0.02
Cc1ccc(C(=O)Nc2nnc(C3CCCCC3)s2)o1,-4,-6,-11,-2,-13,92,103,98,-0.85

# Later entries.
SMILES,TNFa cytotox,F-actin modifier,HUVEC tox IL1B,VCAM1 TNFa inh,Smad3 FoxH1 inh,H69AR growth 86K,HUVEC inhibit,Lung fibro prol,PTK2B oligo ant
CCC(=O)N1CCc2cc(S(=O)(=O)NCCC(=O)N3CCN(c4ccccn4)CC3)ccc21,.,.,.,.,-10,93,91,86,0.45
CC(C)(C)NC(=O)C(c1ccccn1)N(C(=O)c1ccc2c(c1)OCCO2)C1CCCC1 (stereo not drawn),-34,5,-4,14,9,102,99,97,-0.09
O=C(Nc1cc(C(F)(F)F)cc(C(F)(F)F)c1)c1ccc(Cn2cc(C(F)(F)F)ccc2=O)cc1,-1,5,15,-14,.,.,.,.,-0.89
CN(C)C=Nc1c(Br)cc(Br)c2nonc12,-53,10,-6,11,1,106,112,106,1.4
CC(=O)/C(=C/Nc1ccc(Oc2ccccc2)cc1)c1ccccc1,-22,2,-39,15,.,.,.,.,0.22
Cc1cccc(-n2nnnc2SC(C)C(=O)NCCC2=CCCCC2)c1 (stereo not drawn),3,-24,-23,-3,15,35*,103,95,-0.06
CCOC(=O)C1=C(C)NC(=O)NC1c1ccc(OCC(N)=O)cc1 (stereo not drawn),-24,-5,-13,10,2,90,93,93,-0.3
CCc1ccc(N(C(=O)CCC(=O)Nc2cc(C)on2)C(C(=O)NC2CCCC2)c2ccco2)cc1 (stereo not drawn),-5,-19,-17,-15,5,91,87,93,-1.4
O=C1N=C(N2CCOCC2)S/C1=C1\C(=O)N(Cc2ccccc2)c2ccccc21,.,.,.,.,6,29*,55,77,-0.5
CCN1CCN(C(=O)C2CCC(CNS(=O)(=O)c3ccccc3)CC2)CC1 (stereo not drawn),-18,8,.,-3,11,102,80,100,0.68
Cc1ccc(C(=O)Nc2nc3ccccc3c(=O)s2)cc1,-16,-10,-16,-7,17[fluorescence artefact?],87,91,99,0.53
COc1cc(OC)cc(-c2nnc(SCc3c(F)cccc3Cl)o2)c1,-3,-8,16,-11,6,76,77,89,-1
CC(C)C(=O)Nc1ccc(N2CCN(C(=O)c3cccs3)CC2)cc1,.,.,.,.,9,104,90,89,0.5
COc1ccc(C2CC(C(F)(F)F)n3nc(C(=O)NCc4cn(C)nc4C)c(Cl)c3N2)cc1 (stereo not drawn),-20,6,-40,3,4,86,109,109,-0.46
CS(=O)(=O)N(CC(=O)NCC1CCCO1)c1ccc(F)c(Cl)c1 (stereo not drawn),-27,1,6,-13,-4,104,98,107,-0.36

# An excerpt of these results, field by field.
> CCOC(=O)C1=C(C)NC(=O)NC1c1ccc(OCC(N)=O)cc1 (stereo not drawn)
  TNFa cytotox: -24
  F-actin modifier: -5
  HUVEC tox IL1B: -13
  VCAM1 TNFa inh: 10
  Smad3 FoxH1 inh: 2
  H69AR growth 86K: 90
  HUVEC inhibit: 93
  Lung fibro prol: 93
  PTK2B oligo ant: -0.3
> CCN1CCN(C(=O)C2CCC(CNS(=O)(=O)c3ccccc3)CC2)CC1 (stereo not drawn)
  TNFa cytotox: -18
  F-actin modifier: 8
  HUVEC tox IL1B: .
  VCAM1 TNFa inh: -3
  Smad3 FoxH1 inh: 11
  H69AR growth 86K: 102
  HUVEC inhibit: 80
  Lung fibro prol: 100
  PTK2B oligo ant: 0.68
